Screens deposited in PubChem BioAssay by National Center for Advancing Translational Sciences (NCATS).
IL-2 act: activates IL-2 in a cell-based reporter assay; AID 652025; IL-2 activation reporter assay, cell-based qHTS; stimulated with anti-CD3/CD4/CD28 beads; in transgenic mouse T cells; 0.065% of 360,000 active; activation, % (series mostly up to about 46 µM); in the data active = activation above about 50%; inconclusive = mostly about 30% to 49%; note: 0% is about no effect
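Using fluorescent plate cytometry, EGFP and DsRed are detected in transgenic mouse T cells stimulated 18 h at 37 degrees C with antibody-coated beads after 60 min compound pretreatment.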
EPAC1 ag: EPAC1 (human) agonism; EPAC1 agonist qHTS, biochemical assay; response scale: 100% = response to 6.5 mM cAMP; Potency, µM (series often up to 154 µM), inactives show at the top dose activation, actives largely listed as activators; 0.073% of 360,000 active; note: potency is the fitted concentration of half-maximal effect; nearly all actives have a fitted effect of over 60% in size
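Normalized to 6.5 mM cAMP, activity reflects EPAC1-catalysed release of BODIPY-GDP from Rap1B, followed kinetically over 30 min at 480 nm excitation, 540 nm emission. Reaction contained 100 nM EPAC1, 250 nM Rap1B-BODIPY-GDP, 50 uM GDP.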
EPAC1 antagonist: EPAC1 (human) antagonism; EPAC1 GEF assay, Rap1b-BODIPY-GDP exchange fluorescence; Potency, µM (doses to about 115 µM), for the others: at the highest dose activity change, negative = inhibition, most hits filed as inhibitors; 0.14% of 360,000 active; AID 720709;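 note: potency is the fitted concentration of half-maximal effect; plate controls were vehicle for no effect and positive control for full effect; nearly all actives have a fitted effect of over 50% in size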
PTHR1 ag: PTHR1 (human) receptor agonism; HEK293 GP2 PTHR1 cells, GloSensor cAMP luminescence, 1 h; Q03431; AID 743266; Potency, µM (doses to about 115 µM), for inactives: at the top dose activation, usual class: activators; 0.075% of 410,000 active; note: potency is the fitted concentration of half-maximal effect; nearly all actives have a fitted effect of over 55% in size; some results filed as inactive show a strong effect at the top dose; inactives centre near -15; many of its hits are not listed in these tables
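HEK-293-derived GP2 cells expressing PTHR1 and a GloSensor cAMP reporter, 3,000/well, plated overnight, given luciferin plus IBMX (each 0.5 mM as added) for 1 h at 37 °C, then compound for 1 h at 37 °C. Luminescence was read after 15 min at room temperature.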
GLP1R cytotox: cytotoxicity counter-screen for GLP-1 receptor inverse agonists; HEK293 cAMP-luciferase reporter cells, luminescence, 24 h; Potency, µM (titrated, usually from 38.3 µM), inactives show at the highest dose activity change, negative = inhibition, hits mostly inhibitors; 0.13% of 410,000 active; AID 624418;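 note: loss of luciferase light is scored as toxicity; potency is the fitted concentration of half-maximal effect; % is set by controls: 0 for no effect and ±100 for the full control effect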
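To flag toxic compounds, the library was rerun on cells for 24 hr at 37 deg C and 5% CO2. Viability-linked luminescence was captured 12 min after adding luciferase detection reagent.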
GLP1R ag: GLP-1 receptor (human) agonism; P43220; HEK293 GLP-1R CRE-luciferase, luminescence, 4-6 h; cells express a hypersensitive GLP-1R form; Potency, µM (titrated, usually from 45.6 µM), without a hit: at the top dose activation, most hits filed as activators; 0.007% of 380,000 active; AID 624172; note: potency is the fitted concentration of half-maximal effect; % of control where 0% means no effect
Target sequence (P43220 whole entry, looked up): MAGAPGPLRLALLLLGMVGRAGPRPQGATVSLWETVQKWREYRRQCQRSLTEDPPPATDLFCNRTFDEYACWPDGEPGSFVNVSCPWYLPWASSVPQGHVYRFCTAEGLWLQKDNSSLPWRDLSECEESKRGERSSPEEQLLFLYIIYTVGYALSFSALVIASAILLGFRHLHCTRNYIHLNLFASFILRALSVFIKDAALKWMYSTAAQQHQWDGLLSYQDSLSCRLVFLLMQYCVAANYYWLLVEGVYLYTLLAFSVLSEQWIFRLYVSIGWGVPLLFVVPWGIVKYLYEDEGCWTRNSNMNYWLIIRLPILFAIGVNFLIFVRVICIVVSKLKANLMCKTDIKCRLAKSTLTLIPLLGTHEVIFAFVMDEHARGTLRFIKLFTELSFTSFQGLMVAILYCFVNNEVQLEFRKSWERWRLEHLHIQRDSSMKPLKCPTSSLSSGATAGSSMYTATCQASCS
PI5P4K alpha inh: inhibitors of human PI5P4K alpha; 1.2% of 330,000 active; PI5P4Kalpha enzyme, ADP-Glo luminescence, 60 min; active compounds read low; max response, %; P48426; active = max response of -50% or lower; inconclusive = between -30% and -50%; inactive = -30% or higher; note: value at the top dose of about 77 µM; % is set by controls: 0 for no effect and ±100 for the full control effect
Target sequence (P48426 whole entry, looked up): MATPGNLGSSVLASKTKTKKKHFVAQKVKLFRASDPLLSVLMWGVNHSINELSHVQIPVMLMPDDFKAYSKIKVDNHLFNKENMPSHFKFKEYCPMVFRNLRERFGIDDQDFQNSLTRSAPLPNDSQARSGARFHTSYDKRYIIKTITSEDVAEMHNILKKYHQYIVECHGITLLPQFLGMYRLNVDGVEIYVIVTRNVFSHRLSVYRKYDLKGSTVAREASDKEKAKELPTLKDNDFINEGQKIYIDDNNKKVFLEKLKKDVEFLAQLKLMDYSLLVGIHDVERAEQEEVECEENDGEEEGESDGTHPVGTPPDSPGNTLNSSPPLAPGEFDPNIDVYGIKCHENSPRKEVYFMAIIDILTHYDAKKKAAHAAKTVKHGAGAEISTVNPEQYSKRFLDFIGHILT
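Luminescence from ADP-Glo served as readout of PI5P4Kalpha activity in a qHTS format. Reaction: enzyme, substrate, compound, ATP at 5 microM final, 60 min at RT.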
PLK1 PBD block: blocks phosphopeptide binding to human PLK1 polo-box domain. P53350. Plk1 PBD binding of FITC phosphopeptide, fluorescence polarization. Potency, µM, without a hit: max response, negative = inhibition, usual class: inhibitors. 2.8% of 360,000 active. AID 720504; note: potency is the fitted concentration of half-maximal effect; series mostly up to about 57 µM; % is set by controls: 0 for no effect and ±100 for the full control effect; nearly all actives have a fitted effect of over 65% in size
GLP1R inv ag: acts as inverse agonist at human GLP-1 receptor. HEK293 GLP-1R CRE-luciferase, luminescence, 24 h; GLP-1R form is constitutively active. Potency, µM (highest dose often 38.3 µM), inactives show top-dose activity change, negative = inhibition, most hits filed as inhibitors. 1.6% of 410,000 active. AID 624417; note: potency is the fitted concentration of half-maximal effect; % is set by controls: 0 for no effect and ±100 for the full control effect; nearly all actives have a fitted effect of over 55% in size
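qHTS in 1536-well format: reporter HEK293 cells expressing constitutive GLP-1R activity in DMEM + 10% Nu serum, 24 hr with compounds at 37 deg C, luminescence read after 12 min with detection reagent.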
* marks the source's active call; other numbers are inactive results; i = inactive; ? = inconclusive; . = no result given; [ ] = remark or other dose. Unless noted, calls come from the whole dose curve; as a rule, active = well fitted curve in the direction sought with a large enough effect; inconclusive = small, poorly fitted or top-dose-only effect, or another doubt; inactive = no such curve, though single readings can be large; an effect the other way counts as inactive or inconclusive.

SMILES	IL-2 act	EPAC1 ag	EPAC1 antagonist	PTHR1 ag	GLP1R cytotox	GLP1R ag	PI5P4K alpha inh	PLK1 PBD block	GLP1R inv ag
Cn1c(=O)c2c(nc(NCc3ccccc3)n2CC(=O)NCc2ccccc2)n(C)c1=O	-0.2	0%	-14%	-5%[57.5 µM]	5%	-10%	6	-7%	1%
CC(=O)N1N=C(c2ccc(Cl)cc2)CC1c1ccco1 (stereo not drawn)	-0.2	6%	5%	-25%	-11%	26%	2	-13%	-28%
CC(C)C(NS(=O)(=O)c1cccs1)C(=O)N1CCC(C(N)=O)CC1 (stereo not drawn)	-0.8	-2%	3%	11%	-6%	-1%	-2	-9%	3%
COc1ccc2[nH]c(C)c(C(=O)CN(C)CC3OCCO3)c2c1	0.3	1%	20%	i	-4%	-4%	-3	-5%	7%
CSCc1c(C(=O)Nc2ccc(N3CCOCC3)cc2)oc2ccccc12	-5.3	-17%	-4%	-22%	1%	12%	-1	-2%	0%
COc1c(S(=O)(=O)N2CCN(C)CC2)ccc(Cl)c1Cl	-3.2	-3%	9%	19%	-6%	-7%	-11	-7%	3%
C=CCCN(Cc1ccccc1)S(=O)(=O)c1cc(Br)ccc1Br	-1.3	1%	-19%	i	1%	16%	12	-3%	?
Cc1ccc(NC(=O)C(=O)NCC2OCCc3ccccc32)cc1 (stereo not drawn)	-0.5	13%	-16%	-15%	3%	-3%	-1	4%	25%
COCCn1c(-c2ccccc2)nc2ccccc21	0.7	7%	-14%	i	10%	5%	14	0%	13%
Cc1nc(N)[nH]c(=O)c1CCCNS(=O)(=O)c1ccc([N+](=O)[O-])cc1	1.2	1%	-5%	-11%	2%	-1%	-5	-4%	13%
COc1ccc(OC)c(S(=O)(=O)Nc2cccc3ccc(O)cc23)c1	0.0	-1%	-17%	i	-19%	3%	6	-12%	-21%
Cc1ccc(CNS(=O)(=O)c2c(C(=O)N3CCCCCC3)c(C)n(C)c2C)cc1	0.3	-11%	-22%	i	-7%	-5%	4	24µM*	-24%
CC1=NC(=O)C(N=Nc2ccccc2C(=O)O)N1c1ccccc1 (stereo not drawn)	-0.7	-8%	-20%	i	?	1%	?	?	49%[activator]
COC(=O)c1ccc(CSc2nc(N)cc(N)n2)cc1	-2.3	6%	0%	-39%[inhibitor][57.5 µM]	4%	?	.	-1%	0%
CCSC1=C(C#N)C(c2cccc(OC)c2)CC(=O)N1 (stereo not drawn)	-1.3	4%	3%	i	6%	-1%	6	-4%	-8%
Cc1ccc2nc(-c3ccccc3)c(Cc3ccccn3)n2c1	0.3	0%	-19%	i	5%	-3%	0	0%	-25%
COc1ccc(C(CC(=O)N2CCN(C)CC2)NC(=O)C(F)(F)F)cc1 (stereo not drawn)	2.5	0%	-2%	i	-6%	-3%	-1	-4%	-8%
Cc1cc(C)c(-c2csc(NC(=O)COC(=O)c3ccc4c(c3)OCO4)n2)c(C)c1	-3.0	-12%	-19%	-23%	3%	-6%	-2	2%	5%
O=C(CSc1ccc([N+](=O)[O-])cc1)OCC(=O)N1CCCC1=O	0.4	1%	-25%	-18%	1%	-4%	8	-24%	4%
COc1ccc(NC(=O)C2CCC(=O)N2S(=O)(=O)c2ccc(C)cc2)c(OC)c1 (stereo not drawn)	0.4	3%	-11%	-2%[57.5 µM]	6%	4%	.	-5%	17%

Records listed above shown as hits in PLK1 PBD block.
| Molecule | IL-2 act | EPAC1 antagonist | PTHR1 ag | GLP1R ag | PI5P4K alpha inh | PLK1 PBD block | GLP1R inv ag |
| --- | --- | --- | --- | --- | --- | --- | --- |
| Cc1ccc(CNS(=O)(=O)c2c(C(=O)N3CCCCCC3)c(C)n(C)c2C)cc1 | 0.3 | -22% | i | -5% | 4 | 24µM* | -24% |

(continued)
SMILES	IL-2 act	EPAC1 ag	EPAC1 antagonist	PTHR1 ag	GLP1R cytotox	GLP1R ag	PI5P4K alpha inh	PLK1 PBD block	GLP1R inv ag
C(=C\c1ccccc1)/CN1CCN(C(c2cc3ccccc3o2)c2nnnn2Cc2ccccc2)CC1 (stereo not drawn)	-0.4	16%	-2%	i	3%	-10%	12	-3%	3%
Cc1ccc2nc(N)nnc2c1	-3.1	0%	4%	-3%	-25%	-3%	0	-1%	9%
COC(C[C@@H]1O[C@H]1C(=O)COCc1ccccc1)OC	-0.2	-2%	-4%	-13%	12%	6%	6	-7%	6%
COc1ccc(C(=O)NC(C(=O)NCC2(N3CCCCC3)CCCCC2)C(C)C)cc1 (stereo not drawn)	0.8	-4%	22%	-3%	0%	7%	3	-7%	10%
CN1OC[C@@H]2CN(S(=O)(=O)c3cccc(C(F)(F)F)c3)[C@H](c3ccc(-c4cc5ccccc5o4)cc3)C[C@@H]21	-1.4	-10%	-24%	-29%	11%	-2%	5	-19%	-28%
N#CC(C#N)C(c1ccsc1)c1c(-c2ccccc2)[nH][nH]c1=O (stereo not drawn)	-0.5	-4%	3%	-9%[57.5 µM]	-16%	-11%	-30	?	-1%
CCOC(=O)N1CCC(NC(=O)Cn2cc3c(n2)CCCC3)CC1	2.0	5%	5%	-15%	-24%	4%	-3	-14%	10%
CSc1ncccc1C(=O)N1CCCC(CCC(=O)NCc2ccccc2F)C1 (stereo not drawn)	-0.6	8%	10%	-1%	0%	1%	2	2%	18%
CC(OC(=O)c1cccs1)C(=O)NCCc1ccccc1 (stereo not drawn)	0.9	9%	-12%	-2%	-5%	1%	-1	-6%	8%
Cc1ccc(-n2c(C)cc(C(=O)OCC(=O)N3CCOCC3)c2C)cc1	1.8	3%	6%	-33%[inhibitor]	-5%	6%	-2	4%	-26%
Cn1c(CN2CCCC2)nc2cc(NC(=O)C3CCCCC3)ccc21	-2.1	3%	-5%	-10%[57.5 µM]	1%	12%	.	-3%	-7%
O=C(COc1nsnc1N1CCOCC1)N1CCOCC1	-0.4	-5%	-1%	i	-9%	0%	-1	-2%	8%
CCN(c1ccccc1)S(=O)(=O)c1cc(C(=O)NCc2ccccn2)ccc1C	3.7	19%	-20%	-11%	12%	-1%	2	-7%	-25%
CC1(C)Cc2nc(Cl)c(C#N)cc2CO1	-0.6	12%	-18%	i	-13%	6%	-2	-29%	10%
Cc1c(OCC(=O)C(C)(C)C)ccc2c(-c3ccccc3)cc(=O)oc12	-0.8	14%	3%	-54%[inhibitor]	-2%	33%	4	-3%	23%
O=C1CC(c2ccc(Cl)cc2)c2c(O)cc(O)cc2O1 (stereo not drawn)	-2.2	-3%	0%	-18%	-19%	0%	-6	2%	-29%
CCCCN(C(=O)CCOc1ccc(OCC)cc1)c1c(N)n(Cc2ccccc2)c(=O)[nH]c1=O	0.2	-8%	-15%	-23%	-1%	-3%	1	-3%	14%
COc1ccc(NC(=O)N(C)C[C@H]2Oc3c(NC(=O)Nc4ccc5c(c4)OCO5)cccc3C(=O)N([C@H](C)CO)C[C@@H]2C)cc1	0.7	-1%	-16%	-23%	-10%	3%	-12	-2%	15%
CCC(C)N1CC(=O)N2Cc3[nH]c4ccccc4c3C[C@H]2C1=O (stereo partly drawn)	0.6	3%	9%	i	31%	-1%	6	1%	56%[activator]
Cc1c(Cl)cccc1N=C1SCCN1C(=O)CN1C(=O)NC2(CCCC2)C1=O	-0.8	?	-15%	i	?	-7%	12	0%	?

Reformatted in markdown: part of the list above.
| SMILES | IL-2 act | EPAC1 ag | EPAC1 antagonist | PTHR1 ag | GLP1R cytotox | GLP1R ag | PI5P4K alpha inh | PLK1 PBD block | GLP1R inv ag |
| --- | --- | --- | --- | --- | --- | --- | --- | --- | --- |
| Cc1ccc(-n2c(C)cc(C(=O)OCC(=O)N3CCOCC3)c2C)cc1 | 1.8 | 3% | 6% | -33%[inhibitor] | -5% | 6% | -2 | 4% | -26% |
| Cn1c(CN2CCCC2)nc2cc(NC(=O)C3CCCCC3)ccc21 | -2.1 | 3% | -5% | -10%[57.5 µM] | 1% | 12% | . | -3% | -7% |
| O=C(COc1nsnc1N1CCOCC1)N1CCOCC1 | -0.4 | -5% | -1% | i | -9% | 0% | -1 | -2% | 8% |
| CCN(c1ccccc1)S(=O)(=O)c1cc(C(=O)NCc2ccccn2)ccc1C | 3.7 | 19% | -20% | -11% | 12% | -1% | 2 | -7% | -25% |

The list continues.
SMILES	IL-2 act	EPAC1 ag	EPAC1 antagonist	PTHR1 ag	GLP1R cytotox	GLP1R ag	PI5P4K alpha inh	PLK1 PBD block	GLP1R inv ag
O=C(NCCCCO)C(F)(F)C(F)(F)C(F)(F)C(=O)NCCCCO	0.9	1%	8%	-20%	20%	-2%	-13	19µM*	1%
Cc1cccc(Nc2nc3c(S(=O)(=O)c4ccccc4)nnn3c3ccccc23)c1C	-0.8	-2%	-13%	-15%	-5%	0%	-8	-2%	1%
CN(CC(=O)Nc1ccc(N2CCOCC2)cc1)CC(=O)Nc1ccccc1C#N	-0.3	-1%	-11%	-21%	-21%	-18%	-8	-2%	3%
CC(C)CN(C(=O)c1cccc(Cl)c1)c1c(N)n(Cc2ccccc2)c(=O)[nH]c1=O	1.0	-9%	8%	-23%	4%	-7%	2	-7%	17%
O=C(NCCc1ccc(Cl)cc1)C(=O)Nc1cc2c3c(c1)CC(=O)N3CCC2	-3.4	5%	6%	i	17%	1%	-1	-6%	1%
CCCNC(=O)C1CCN(S(=O)(=O)c2ccc3c(c2)OCCO3)CC1	-0.4	-2%	5%	-8%	12%	3%	-3	-2%	13%
CSc1ccccc1OCc1cc(C(=O)NC(C)c2cnn(C)c2)no1 (stereo not drawn)	-3.2	10%	-29%	-29%	7%	14%	-8	-3%	13%
COC(=O)c1ccc(COc2ccc(C=O)cc2OC)o1	0.2	14%	-13%	-4%	-3%[7.66 µM]	8%	0	-10%	1%[7.66 µM]
CCN(CC)c1ccc(NC(=O)CSc2nc3ccccc3c(=O)[nH]2)cc1	1.2	-18%	6%	-5%	0%	-1%	-4	-4%	3%

These rows are one share of the data; count on the stated rates, not on these rows.
